Source: PubChem (National Center for Advancing Translational Sciences (NCATS))
TGFb inhibitor: qHTS for Inhibitors of TGF-b; HepG2 CAGA-GFP TGF-b/SMAD3 reporter, GFP fluorescence, 18 h; TGF-beta stimulated, 500 pg/mL final; Potency, µM (highest dose often 46.1 µM), for the others: at the highest dose activity, negative = inhibition, actives largely listed as inhibitors; hit rate 1.2% among 410,000; also: potency is read from the fitted curve at half-maximal effect; % is scaled to controls: 0 for no effect and ±100 for the full control effect; nearly all actives have a fitted effect of over 65% in size
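Using HEPG2 CAGA-GFP reporter cells at 1000 cells/well, we pinned test compounds, stimulated with recombinant TGF-beta (500 pg/mL final) and measured total well GFP after 18 h.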
HepG2 viability: qHTS for Inhibitors of TGF-b: Cytotox Counterscreen; hit rate 0.76% among 410,000; Potency, µM (doses to about 46.1 µM), for inactives: top-dose activity change, negative = cytotoxicity, most hits filed as cytotoxic; HepG2 CAGA-GFP viability, ATP luminescence, 18 h; also: potency is read from the fitted curve at half-maximal effect; some results filed as inactive show a strong effect at the top dose
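CellTiter-Glo luminescence gave cytotoxicity after 18 hours at 37 degrees C. The cells were HepG2 CAGA-GFP in 1% FBS DMEM, stimulated with 500 pg/mL TGF-beta after compound addition. %Activity was normalised to no-cell wells (complete cell-killing) and DMSO (no toxicity), and curves were fitted and classified.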
Mm-Cpn inhibitor: Inhibitors of TCP-1 ring complex (TRiC) of Methanococcus maripaludis (MmCpn): qHTS. purified Mm-Cpn ATPase, ADP Transcreener TR-FRET. Chaperonin Mm-Cpn (Methanococcus maripaludis). Potency, µM (series often up to 76.9 µM), for inactives: top-dose activity, negative = inhibition, usual class: inhibitors. hit rate 0.031% among 330,000; also: potency is read from the fitted curve at half-maximal effect; % is scaled to controls: 0 for no effect and ±100 for the full control effect; nearly all actives have a fitted effect of over 80% in size
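Purified archaeal chaperonin (25 nM final) was preincubated with compound for 10 min at 37°C, then ATP (10 uM final) was added for 30 min at 37°C in Tris pH 7.4/KCl/MgCl2/DTT buffer. ADP was quantified by HTRF Transcreener TR-FRET.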
ATXN viability: Viability Counterscreen for Primary qHTS for Inhibitors of ATXN expression | S2 cells (HEK-293 line with an ATXN2-luciferase reporter) viability, CellTiter-Fluor protease fluorescence, 24 h | Potency, µM (titrated, usually from 56.7 µM), hits mostly cytotoxic | hit rate 0.49% among 400,000; also: potency is read from the fitted curve at half-maximal effect; nearly all actives have a fitted effect of over 40% in size
Nrf2 inh: Nrf2 qHTS screen for inhibitors. A549 ARE-Fluc reporter, luciferase luminescence, 18-24 h. Potency, µM (doses to about 46 µM), for the others: top-dose activity change, negative = inhibition, usual class: inhibitors. hit rate 2.1% among 360,000; also: potency is read from the fitted curve at half-maximal effect; % is scaled to controls: 0 for no effect and ±100 for the full control effect; nearly all actives have a fitted effect of over 60% in size
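Nrf2 activity is the BugLite luminescence, read 15 min after reagent at room temperature, following CellTiter-Fluor cytotoxicity readout (30 min, 37C). Compound titrations were applied for 18-24 h to 5000 A549 ARE_Fluc cells/well in 5% FBS OPTI-MEM.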
Akt phos inh: HTS Assay for Inhibitors of Akt Phophorylation: Primary Screen. Neuro2A IGF-stimulated pAkt S473 HTRF, 20 min; stronger effect = lower value. activity change, % for hits at 50 µM. hit rate 0.32% among 360,000. AID 651550, 2012; in the data active = activity change below about -80%; inconclusive = mostly about -51% to -80%; also: % is scaled to controls: 0 for no effect and ±100 for the full control effect
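Neuro2A cells (4,500/well, DMEM with 0.5% FBS) were treated with compound at a single 50 µM final concentration, stimulated with 6 nM IGF for 20 min at 37 °C, and lysed. Phospho-Akt Ser473 was read by HTRF as 665/615 ratio ×10^4.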
CCT modulator: High-Throughput Screening for Modulators of Cytosolic Chaperonin Activity. purified chaperonin ATPase assay, HTRF ADP detection, 30 min. activity change, % (test concentration not listed), hits read low. hit rate 0.3% among 360,000. AID 651819, 2012; in the data active = activity change below about -30%; also: % is scaled to controls: 0 for no effect and ±100 for the full control effect
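TRiC at 40 or 20 nM final (batch-dependent) in 30 mM Tris pH 7.4, 100 mM KCl, 5 mM MgCl2, 1 mM DTT, with compound at single 76 uM and 10 uM ATP, 30 min at 37 deg C. ADP detected by HTRF Transcreener, 665/615 ratio.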
Nrf2 ARE act: qHTS of Nrf2 Activators | AREc32 ARE-luciferase reporter (MCF7-derived line), luminescence, 24 h | Potency, µM (top dose mostly 46.1 µM), for the others: top-dose activation, usual class: activators | hit rate 0.31% among 410,000 | AID 624171, 2012; also: potency is read from the fitted curve at half-maximal effect; % of control where 0% means no effect; nearly all actives have a fitted effect of over 65% in size
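Nrf2 activation is followed as ARE-luciferase induction in the AREc32 line after one day of compound treatment; luminescence is read with Steady-Glo.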
A549 viability: Nrf2 qHTS screen for inhibitors: counterscreen for cytotoxicity | A549 ARE-Fluc cells, CellTiter-Fluor viability, 18-24 h | Potency, µM (top dose mostly 46 µM), without a hit: at the top dose activity change, negative = cytotoxicity, most hits filed as inhibitors | hit rate 0.16% among 390,000 | AID 504648, 2011; also: potency is read from the fitted curve at half-maximal effect; % is scaled to controls: 0 for no effect and ±100 for the full control effect
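Cytotoxicity counterscreen: CellTiter-Fluor fluorescence was measured in A549 ARE_Fluc cells after 18-24 h of compound exposure in a concentration series. The subsequent BugLite luminescent read reports ARE-luciferase activity.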
Starred values were filed as active, the others as inactive; i = inactive; ? = inconclusive; . = not tested or not shown; & = joins results of further samples; [ ] = dose if it differs, or a comment. Unless noted, calls follow the shape of the dose curve; as a rule, active = well fitted curve in the direction sought with a large enough effect; inconclusive = small, poorly fitted or top-dose-only effect, or another doubt; inactive = no such curve, though single readings can be large; an effect the other way counts as inactive or inconclusive.

SMILES	TGFb inhibitor	HepG2 viability	Mm-Cpn inhibitor	ATXN viability	Nrf2 inh	Akt phos inh	CCT modulator	Nrf2 ARE act	A549 viability
COc1cccc(NC(=O)CSc2ncnc3c2oc2ccccc23)c1	-21%	-35%	-14%	i	?	i	0.3	4.1%	-10%
O=C(CCn1c(=O)oc2ccccc21)NCCC1=CCCCC1	-15%	-4%	-1%	i	0%	i	1.1	0.4%	-9%
COc1cc2c(cc1OC)C(c1ccc(Cl)cc1)CC(=O)N2 (stereo unspecified)	-3%	-25%	1%	i	-17%	i	-1.6	3.1%	0%
CCc1ccc(C(=O)CN2CCSC2=N)cc1	3%	-8%	0%	i	8%	i	-0.8	-0.8%	-7%
CCn1c(CC(=O)Nc2ccc(F)cc2)nnc1SCC(=O)Nc1nncs1	4%	-4%	-1%	i	1%	i	-1.1	-0.3%	3%
CC(C)=CCCC1=CCC(/C(C)=N/NC(N)=O)CC1 (stereo unspecified)	-15%	-24%	1%	i	?	i	0.6	1.9%	?
O=C(NCC(c1cccnc1)N1CCc2ccccc21)c1cccc(C(F)(F)F)c1 (stereo unspecified)	?	-24%	.	.	18%	.	.	-0.6%	1%
Cc1nn(C)c(=O)n1-c1ccccc1	17%	1%	2%	i	?	i	-12	-0.2%	-2%
COc1ccc2[nH]c(C(=O)O)c(CCC(=O)O)c2c1	-2%	1%	0%	i	2%	i	0.3	-0.7%	-4%
Cc1nn(C(=O)CCCC(=O)NCc2ccccc2)c2ccccc12	-8%	-14%	-1%	.	6%	.	0.8	-0.7%	-6%
O=C(CN1CCN(C(=O)c2cccc(F)c2)CC1)Nc1ccccc1F	-5%	-11%	2%	i	-3%	i	-1.2	-0.1%	-5%
Cc1ccc(Nc2ncc3c(n2)CC(c2ccco2)CC3=O)c(C)c1 (stereo unspecified)	5%	6%	-6%	i	-7%	i	-1.6	6.6%	0%
CCC(c1nnnn1Cc1cccs1)N1CCN(c2nc3ccccc3s2)CC1 (stereo unspecified)	-27%	-34%	1%	i	?	i	-2.9	0.2%	-9%
COc1cccc(C(=O)NNC2=CC(=O)CC(C)(C)C2)c1	39%[activator]	-7%	-2%	i	14%	i	0.8	-0.3%	-5%
CCc1nnc(NC(=O)CCS(=O)(=O)Cc2ccccc2)s1	-3%	-10%	-1%	i	9%	i	0.6	5.9%	1%
COc1ccc(S(=O)(=O)N2CCc3ccccc32)cc1C(=O)N1CCC(C)CC1	17%	17%	-1%	i	9%	i	-9.4	2.7%	-4%
CCc1ccccc1N(C(=O)c1snc(C(N)=O)c1N)C(C(=O)NCC1CCCO1)c1c[nH]c2ccccc12 (stereo unspecified)	?	-2%	-13%	?	?	i	2.0	6.7%	-10%
CCOC(=O)C1=C(N)Oc2cc(O)ccc2C1c1ccc([N+](=O)[O-])cc1 (stereo unspecified)	?	-32%	0%	i	28%	i	-1.7	0.6%	3%
NC(=O)Nn1c(CCC(=O)O)ccc1-c1ccc(Cl)cc1	2%	11%	1%	i	4%	i	-0.1	0.0%	-8%
Cn1c(=O)oc2cc(S(=O)(=O)Nc3cccc4c3CCCC4)ccc21	1%	-20%	-5%	i	-22%	i	-2.5	-0.1%	-2%
Cn1cccc1/C=N/NC(=O)c1ccc[n+]([O-])c1	17%	3%	1%	i	19%	i	0.4	-0.3%	1%
COC(=O)CSc1nc2cc3c(cc2cc1C)OCO3	0%	22%	0%	i	5%	i	-2.5	2.3%	0%
O=C(O)c1ccc(N2CCCC2=O)cc1	5%	-3%	1%	i	13%	i	0.3	-0.7%	5%
Cc1nc2ccccc2c(=O)n1NC(=O)c1c(O)c2c(n(CC(C)C)c1=O)CCCC2	?	-19%	1%	?	?	i	-3.8	-1.0%	?
Cc1cccc(C)c1NC(=O)CN(C)C(=O)C1CC1C (stereo unspecified)	9%	2%	-6%	i	8%	i	1.2	0.1%	2%
COC(=O)N/N=C/c1sc(N2CCCCC2)nc1-c1cccs1	2%	25%	-11%	?	-14%	i	-3.0	4.0%	-14%
O=C(CCNc1ccc(Cc2ccncc2)cc1)c1ccc([N+](=O)[O-])cc1	?	10%	0%	i	?	i	4.3	?	-7%
Cc1oncc1C(=O)NC(C)C	-5%	3%	-1%	i	-3%	i	-2.0	0.2%	0%
OC1(c2nc3ccccc3[nH]2)CCCCC1	-9%	3%	-2%	i	-22%	i	-2.4	-0.5%	14%
COc1ccc(OC)c(-c2csc(NC(=O)CSc3nnnn3C)n2)c1	8%	1%	-1%	i	-10%	i	0.2	-0.4%	0%
O=C(NCc1ccccc1)C1c2ccccc2OCC(=O)N1C1CC1 (stereo unspecified)	.	.	.	i	.	i	-0.3	0.2%	.
CC(OC(=O)CCc1nc2ccccc2c(=O)[nH]1)C(=O)NCc1ccc2c(c1)OCO2 (stereo unspecified)	1%	-57%	-3%	i	-15%	i	-2.6	1.6%	1%
CC(=O)Nc1ccc(NC(=O)CN2CCN(c3ccccn3)CC2)cc1	3%	3%	?	i	15%	i	0.3	-0.5%	1%
CCOC(=O)CON1C(=O)c2ccccc2C1=O	?	-37%	0%	i	-6%	i	-3.0	-1.3%	2%
CCCNC(=O)CN1C(=O)NC(CC)(c2ccc(F)cc2)C1=O (stereo unspecified)	6%	1%	1%	i	23%	i	-1.3	0.3%	-12%
O=c1[nH]c(=O)c2[nH]c(=O)n(-c3ccccc3)c2[nH]1	0%	-4%	.	i	-3%	i	3.1	-0.1%	3%
Cc1ccsc1CNCc1cc(Cl)ccc1O	0%	-3%	-5%	i	5%	i	0.3	14%	-6%
Cc1cccc(S(=O)(=O)Nc2nc3ccccc3nc2NCc2ccco2)c1	-26%	-16%	-5%	i	?	i	-0.9	27%	4%
CCCc1cc(=O)[nH]c(N/N=C/C=C\c2ccccc2)n1	10%	4%	1%	i	3%	i	-5.0	-0.2%	5%
CNC(=O)COC(=O)/C=C/c1cn(-c2ccccc2)nc1-c1ccc(C)o1	2%	0%	-4%	i	0%	i	-1.9	2.9%	1%
CSCCC(NC(=O)c1ccccc1)C(=O)N1CC=C(c2ccccc2)CC1 (stereo unspecified)	26%	10%	1%	i	-16%	i	-1.0	-0.7%	-14%
O=S(=O)(c1cccs1)N1CCN(c2ccccc2Cl)CC1	0%	-20%	.	i	?	i	0.7	1.9%	4%
CSc1cccc(NC(=O)CCCOc2cc(=O)n(C)c3ccccc23)c1	-2%	-34%	.	i	.	i	-0.5	13%	.
Cc1ccc(N2CC(C(=O)OCC(=O)Nc3cccc(Cl)c3C)CC2=O)cc1 (stereo unspecified)	-1%	3%	1%	i	-3%	i	1.5	-1.0%	0%
Nc1nc(NCCCN2CCOCC2)nc(Nc2cccc(Cl)c2)c1[N+](=O)[O-]	?	-20%	-4%	i	26%	i	0.7	2.7%	1%
CC(C)NC(=O)c1c(CSc2ccc(Cl)cc2)noc1C(=O)NCc1ccccc1	-4%	-7%	1%	i	-21%	i	-1.1	0.0%	10%
Cc1ccc(NC(=O)CCCn2c(=O)c3cccn3c3ccccc32)c(C)c1	-12%	-16%	.	.	-3%	.	.	4.8%	-2%
Cc1ccc(CSCC(=O)N2CCN(c3ccc(F)cc3)CC2)cc1	?	-31%&-23%	1%	i	-5%	i	0.3	0.9%&-0.4%	0%&-3%
CCCc1ccccc1OCCNC(=O)c1cc(=O)n(C)c(=O)n1C	3%	-4%	0%	i	2%	i	0.9	0.0%	1%
COC(=O)c1c(NC(=O)c2ccnn2C)sc(C)c1C	-5%	-20%	.	i	-3%	i	-0.2	0.1%	-5%
OCCNC(=S)Nc1ccc(Oc2ccccc2)cc1	-1%	4%	2%	i	-6%	i	0.3	-0.3%	1%
O=C(CN1C(=O)NC2(CCSC2)C1=O)NCc1ccccc1 (stereo unspecified)	-16%	-3%	0%	i	6%	i	0.3	-0.5%	2%
O=C(NC1CCCC1)C(Cc1ccccc1)n1cccc1 (stereo unspecified)	-4%	-18%	-2%	i	2%	i	-0.3	-1.0%	-8%
CC[C@@]1(C(=O)OC)N[C@H](CN(C)S(=O)(=O)c2ccc(C(F)(F)F)cc2)[C@@H]2C(=O)N(C)C(=O)[C@@H]21	16%	9%	0%	i	5%	i	-3.5	-0.4%	-5%
CCc1nn(C(C)C(=O)N(C)Cc2ccccc2)c(=O)c2cc3occc3n12 (stereo unspecified)	-2%	-2%	3%	i	0%	i	0.1	0.2%	-1%
CC(=O)c1cccc([N+](=O)[O-])c1	3%	-8%	4%	i	-18%	i	-0.3	-0.9%	-19%

Shown with bars between the fields: entries from further up.
molecule | TGFb inhibitor | HepG2 viability | Mm-Cpn inhibitor | ATXN viability | Nrf2 inh | Akt phos inh | CCT modulator | Nrf2 ARE act | A549 viability
Cc1ccc(NC(=O)CCCn2c(=O)c3cccn3c3ccccc32)c(C)c1 | -12% | -16% | . | . | -3% | . | . | 4.8% | -2%
Cc1ccc(CSCC(=O)N2CCN(c3ccc(F)cc3)CC2)cc1 | ? | -31%&-23% | 1% | i | -5% | i | 0.3 | 0.9%&-0.4% | 0%&-3%
CCCc1ccccc1OCCNC(=O)c1cc(=O)n(C)c(=O)n1C | 3% | -4% | 0% | i | 2% | i | 0.9 | 0.0% | 1%
COC(=O)c1c(NC(=O)c2ccnn2C)sc(C)c1C | -5% | -20% | . | i | -3% | i | -0.2 | 0.1% | -5%

Rows are unselected (roughly 4.4% active in at least one column).
